GPR7 antagonist = human neuropeptides B/W receptor 1 antagonism; AID 1861; P48145; 1.1% of 290,000 active; GPR7-expressing cells, fluorescence antagonist assay; inhibition, % at 4.4 µM; in the data active = inhibition above about 16%, passing the limit was not always enough;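 also: cells stimulated with the agonist NPW; 0% = agonist with vehicle and 100% = vehicle without agonist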
Target sequence (P48145 whole entry, looked up): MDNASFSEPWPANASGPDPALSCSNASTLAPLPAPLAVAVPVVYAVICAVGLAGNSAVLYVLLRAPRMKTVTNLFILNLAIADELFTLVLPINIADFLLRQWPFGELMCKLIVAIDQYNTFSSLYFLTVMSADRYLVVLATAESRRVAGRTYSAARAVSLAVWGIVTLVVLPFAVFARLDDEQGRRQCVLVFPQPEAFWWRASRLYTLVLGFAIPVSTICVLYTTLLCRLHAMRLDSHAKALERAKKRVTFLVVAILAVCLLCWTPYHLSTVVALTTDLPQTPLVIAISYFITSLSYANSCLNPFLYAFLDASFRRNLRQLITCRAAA
FID counter = counter-screen for HCV NS3 helicase inhibitors: DNA intercalator displacement. DNA fluorescent intercalator displacement, fluorescence. inhibition, % at 7.9 µM. 0.17% of 290,000 active; in the data active = inhibition above about 37%;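 also: 0% = vehicle and 100% = reference compound; higher means more ethidium bromide displaced from hairpin DNA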
GalR3 antag = antagonists of human GalR3. HEK293 GalR3-CNG cAMP membrane potential fluorescence; galR3 body fused to GalR1 C-terminus. 0.44% of 360,000 active. O60755. inhibition, % at 3 µM;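 active = inhibition above the screen-wide average plus 3 SD, cut at about 13% in these data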;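 also: forskolin and galanin both at EC90 stimulate the cells; cAMP rise reported by CNG channel membrane potential dye signal; 0% = forskolin plus galanin with DMSO and 100% = forskolin alone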
Target sequence (O60755 1-299 limits assumed): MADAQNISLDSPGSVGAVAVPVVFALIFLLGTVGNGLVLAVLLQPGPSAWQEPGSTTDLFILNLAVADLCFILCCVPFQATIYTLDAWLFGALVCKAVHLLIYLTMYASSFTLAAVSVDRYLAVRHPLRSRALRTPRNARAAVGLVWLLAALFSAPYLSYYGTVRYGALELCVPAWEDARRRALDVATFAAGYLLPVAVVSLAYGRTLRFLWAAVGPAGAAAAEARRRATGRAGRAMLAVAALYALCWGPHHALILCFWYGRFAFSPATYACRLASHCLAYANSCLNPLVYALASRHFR
IMP-1 inhibitor = blocks Pseudomonas aeruginosa IMP-1 metallo-beta-lactamase | purified IMP-1, nitrocefin hydrolysis, epi-absorbance fluorescence | 0.45% of 290,000 active | AID 1556 | inhibition, % at 5.6 µM;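 active = inhibition above the mean plus 3 SD of all compounds in the same screening run, cut at about 4.5% in these data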;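 also: 0% = IMP-1 with DMSO and 100% = DMSO wells lacking enzyme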
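System – purified recombinant IMP-1 beta-lactamase · Input – IMP-1 dispensed at 0.2 nM · Timing – 15 min preincubation plus 25 min reaction at 25 °C · Signal – Epi-absorbance fluorescence, 480 nm excitation, 530 nm emission · Measure – percent IMP-1 inhibition derived from blank-referenced optical density · Controls – Enzyme-plus-DMSO low control, enzyme-free DMSO high control · Replication – singlicate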
VIM-2 inh = blocks Pseudomonas aeruginosa VIM-2 metallo-beta-lactamase; purified VIM-2, nitrocefin hydrolysis, epi-absorbance fluorescence; inhibition, % at 5.6 µM; 0.89% of 290,000 active;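 active = inhibition above the mean of all tested compounds plus 3 SD, cutoff set per screening run, cut at about 7.5% in these data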;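 also: red hydrolysis product quenches plate fluorescence so inhibitors raise well fluorescence; 0% = enzyme with DMSO and 100% = DMSO without enzyme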
NS3 helicase inh = blocks Hepatitis C virus NS3 helicase unwinding | inhibition, % at 10.9 µM | AID 1800 | NS3 helicase DNA unwinding, Cy5 molecular beacon fluorescence | 0.56% of 290,000 active;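 active = inhibition above the mean of all tested compounds plus 3 SD, set per campaign, cut at about 35% in these data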;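 also: 0% = DMSO wells and 100% = thioflavine S control wells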
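Material: hepatitis C virus NS3 helicase domain fragment enzyme; measured by: Cy5 fluorescence, 0 and 60 min reads; control set: DMSO and thioflavine S; incubation: 60 min unwinding reaction at 25 °C after ATP addition; read-out basis: % inhibition from 60/0 min fluorescence ratio, DMSO 0%, thioflavine S 100%; repeats: singlicate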
PHOSPHO1 inh = PHOSPHO1 (human) inhibition. Q8TCT1. recombinant PHOSPHO1, absorbance phosphatase assay. inhibition, % at 13.3 µM. 1.1% of 290,000 active. AID 1565; in the data active = inhibition above about 60%
V1R ag counter = V1a receptor agonism, counter-screen for OXTR agonists. P37288. CHO-V1R cells, Fluo-8 calcium fluorescence, agonist mode; 0% DMSO, 100% 3 nM vasopressin. activation, % at 3 µM. 0.25% of 320,000 active. AID 2797;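 active = activation above the mean activation of all tested compounds plus 3 SD, per screening run, cut at about 20% in these data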;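 also: signal is peak over basal fluorescence ratio across a 100 second FLIPR read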
OXTR ag = agonists of human oxytocin receptor. P30559. CHO-OTR cells, Fluo-8 calcium fluorescence; normalized: DMSO 0%, oxytocin 100%. activation, % at 3 µM. 0.32% of 320,000 active;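 active = activation above the mean of all tested compounds plus 3 SD, cutoff set per screening run, cut at about 20% in these data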;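 also: peak over basal fluorescence ratio from a 100 s FLIPR kinetic read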
Target sequence (P30559 whole entry, looked up): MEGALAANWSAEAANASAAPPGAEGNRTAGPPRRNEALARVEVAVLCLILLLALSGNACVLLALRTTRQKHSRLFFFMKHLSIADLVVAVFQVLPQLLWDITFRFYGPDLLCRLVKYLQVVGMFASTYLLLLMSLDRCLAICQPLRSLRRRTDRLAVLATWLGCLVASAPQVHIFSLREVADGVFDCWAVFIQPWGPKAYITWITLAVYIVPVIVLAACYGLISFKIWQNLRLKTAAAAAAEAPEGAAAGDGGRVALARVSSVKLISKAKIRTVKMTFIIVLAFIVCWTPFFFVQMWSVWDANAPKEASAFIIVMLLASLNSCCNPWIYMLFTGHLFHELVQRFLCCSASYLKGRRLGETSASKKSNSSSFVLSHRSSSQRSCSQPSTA
* marks the source's active call; other numbers are inactive results; . = not tested or not shown.

Molecule	GPR7 antagonist	FID counter	GalR3 antag	IMP-1 inhibitor	VIM-2 inh	NS3 helicase inh	PHOSPHO1 inh	V1R ag counter	OXTR ag
CCOC(=O)C1(CCSC)NC(c2ccco2)C2C(=O)N(C)C(=O)C21 (stereo unspecified)	-5.6	-3.3	-4.3	-2.7	-2.5	2.4	17.9	-1.1	-1.3
CC(C)CN(CC(C)C)C(=O)Nc1ccccc1F	-6.5	-0.8	-2.1	-0.8	0.7	-11.6	24.6	-0.1	-2.1
O=C(COc1ccccc1)NCc1cccs1	-11.9	-0.7	-2.6	-1.3	-0.4	4.4	19.5	0.9	0.4
CC(C)N1CCN(Cc2cnc(N3CCCC3)s2)CC1CCO (stereo unspecified)	2.7	11.1	-4.0	2.0	1.2	8.0	36.8	.	.
Cc1ccccc1C(=O)c1cccn1CC(=O)NCc1ccc2c(c1)OCO2	-4.6	-18.8	-6.2	-0.2	-3.9	-6.0	1.0	-1.9	-2.3
Cc1ccc(-c2nc3ncccc3n2O)cc1	4.8	1.1	-7.2	-1.2	-2.5	6.2	-1.4	0.4	-0.8
Cc1cccc(N(CC(=O)Nc2c(C)n(C)n(-c3ccccc3)c2=O)S(C)(=O)=O)c1C	-9.9	-10.2	-3.4	-1.7	-2.1	-8.1	19.1	0.6	2.2
Cc1ccc(CC(=O)N/N=C/c2ccc(OC(=O)c3ccc([N+](=O)[O-])cc3)cc2)cc1	-8.6	-6.0	-2.7	-3.1	-4.5	6.0	-4.4	-0.3	-0.4
COc1cccc(NC(=O)CC(c2ccc(OC(C)C)cc2)c2ccccc2OC)c1 (stereo unspecified)	-15.7	-0.2	-4.8	-3.9	-3.1	-3.7	5.7	2.0	0.3
O=C(c1ccc2c(c1)N(Cc1ccccc1)CCS2)N1CCCCC1	-7.3	-29.3	-1.1	-3.6	-2.8	2.6	-6.0	-2.0	-2.0
COc1ccc(CCN(Cc2ccccn2)C(=S)Nc2ccccc2F)cc1OC	2.1	-20.1	-2.2	-2.7	-1.2	8.8	25.6	0.3	1.1
CCOC(=O)c1sc(NC(=O)c2cccs2)cc1C	-16.3	2.7	-3.6	-3.4	-3.7	-14.7	29.4	-0.4	-2.6
CCOc1ccc2nc(N/C(N)=N/C(=S)Nc3ccc(OC)cc3)nc(C)c2c1	4.5	-6.9	1.1	-1.4	0.6	-8.1	29.2	-0.6	-0.8
Cc1cccc(C(=O)NCC(C)NC(=O)c2cccc(C)c2)c1 (stereo unspecified)	2.6	-11.8	-8.3	2.3	1.2	-2.9	-18.3	1.8	-0.4
CCNC(=O)NC(=O)C(C)OC(=O)C(C)(C)Oc1ccc(Cl)cc1 (stereo unspecified)	-9.5	-23.7	-5.5	-1.7	-3.1	0.5	41.7	-0.9	-2.4
O=C(c1ccc(-n2cncn2)c([N+](=O)[O-])c1)N1CCN(c2cccc(Cl)c2)CC1	-10.0	-32.1	0.2	-2.5	-2.6	2.8	25.0	8.8	2.9
O=C(Nc1ccc(N2CCN(C(=O)c3cccs3)CC2)cc1)c1cccnc1Cl	6.1	-23.4	0.4	-0.3	-0.3	-9.2	28.3	-0.1	0.7
Cc1cc(N2CCCC2)nc2ccc(NC(=S)NC(C)C)cc12	-4.3	11.4	-2.4	-3.5	-2.2	-8.3	-11.2	0.7	-0.2
Cc1noc(COc2ccccc2OCc2onc(C)c2Cl)c1Cl	8.6	-12.1	-4.2	-2.0	0.7	-7.5	-0.8	-0.8	-2.3
CCN(CC)CCOC(=O)CCc1cccc2ccccc12	-11.2	5.8	-3.6	-4.3	-3.2	4.4	-19.8	1.1	2.1
O=C(NCC(c1cccs1)N1CCOCC1)c1ccc(Cl)s1 (stereo unspecified)	-3.5	-2.2	-1.9	1.5	0.8	2.7	7.4	-0.3	-0.8
CCC(=O)Nc1cccc(-c2csc(-c3ccccc3)n2)c1	5.9	-9.8	-4.8	-1.8	-4.9	-14.5	0.3	-0.4	-2.0
CCOc1ccc2ccccc2c1/C=N\NC(=O)c1ccc([N+](=O)[O-])cc1	14.5	-0.3	-6.8	-3.8	-2.3	-6.3	23.5	3.0	-1.2
CCN(CC)S(=O)(=O)c1ccc(-c2nnc(SCC(=O)N3c4ccccc4CC3C)o2)cc1 (stereo unspecified)	-4.3	-3.2	5.7	-0.5	-1.5	-7.3	16.7	0.5	1.2
O=c1c2c(n3cnnc3n1C1CCCCC1)-c1ccccc1CC21CCCCC1	-4.8	-2.7	-6.6	-1.8	-1.7	4.4	14.1	-0.1	-0.6
COc1ccc2cc(C(C)C(=O)NC3CCC(O)CC3)ccc2c1 (stereo unspecified)	-4.9	-15.2	-9.5	-2.0	-3.6	-2.3	22.0	0.4	0.1
COc1ccc(OC(=O)c2cc3ccccc3o2)cc1	-6.8	-4.7	-2.5	-3.9	-2.4	9.2	29.3	0.4	-1.4
O=C(O)CCNC1C=CS(=O)(=O)C1 (stereo unspecified)	3.3	-3.9	-4.3	-0.9	-1.8	3.5	37.3	0.8	0.3
CCCC1c2ccc(C)n2CCN1C(=O)Nc1ccccc1Cl (stereo unspecified)	-5.0	-10.4	-1.2	-3.4	-0.8	-11.1	-35.3	4.0	0.6
Cc1csc(NC(=O)CSc2nccn2C)n1	-12.4	-5.1	-4.3	-2.5	0.1	-6.5	26.3	0.5	1.5
O=C(NC1CC1)c1ccc(NS(=O)(=O)c2ccccc2)cc1	-7.0	0.5	-2.6	-3.2	-8.8	9.0	16.2	0.7	-0.1
O=C(COC(=O)c1cccs1)NCC1CCCO1 (stereo unspecified)	-1.9	0.2	-3.8	3.2	-0.2	-12.9	11.8	0.6	0.4
CN(C)c1ccc(/C=c2/sc3n(c2=O)NC2(c4ccccc4)N(C)C(=O)N(C)C2(c2ccccc2)N=3)cc1 (stereo unspecified)	4.8	2.9	.	0.1	-1.0	14.5	8.6	1.1	0.4
Cc1cccc(C(=O)Nc2ccc(S(=O)(=O)N3CCOCC3)cc2)c1[N+](=O)[O-]	-7.0	2.9	-4.5	-2.3	-1.6	1.0	46.0	2.5	2.1
Cc1ccccc1C(=O)N1CC(=O)Nc2ccc(F)cc2C1c1ccccc1 (stereo unspecified)	-8.4	-26.9	-11.5	-2.3	-2.2	-4.9	18.7	1.6	0.3
COc1ccc(NC(=O)C2CCCN(S(=O)(=O)c3c(C)n[nH]c3C)C2)c(OC)c1 (stereo unspecified)	-14.9	-11.7	-5.4	-3.0	-1.5	-3.2	18.2	0.6	0.9

At a glance, 10 of the compounds above.
Molecule	GPR7 antagonist	FID counter	GalR3 antag	IMP-1 inhibitor	VIM-2 inh	NS3 helicase inh	PHOSPHO1 inh	V1R ag counter	OXTR ag
O=c1c2c(n3cnnc3n1C1CCCCC1)-c1ccccc1CC21CCCCC1	-4.8	-2.7	-6.6	-1.8	-1.7	4.4	14.1	-0.1	-0.6
COc1ccc2cc(C(C)C(=O)NC3CCC(O)CC3)ccc2c1 (stereo unspecified)	-4.9	-15.2	-9.5	-2.0	-3.6	-2.3	22.0	0.4	0.1
COc1ccc(OC(=O)c2cc3ccccc3o2)cc1	-6.8	-4.7	-2.5	-3.9	-2.4	9.2	29.3	0.4	-1.4
O=C(O)CCNC1C=CS(=O)(=O)C1 (stereo unspecified)	3.3	-3.9	-4.3	-0.9	-1.8	3.5	37.3	0.8	0.3
CCCC1c2ccc(C)n2CCN1C(=O)Nc1ccccc1Cl (stereo unspecified)	-5.0	-10.4	-1.2	-3.4	-0.8	-11.1	-35.3	4.0	0.6
Cc1csc(NC(=O)CSc2nccn2C)n1	-12.4	-5.1	-4.3	-2.5	0.1	-6.5	26.3	0.5	1.5
O=C(NC1CC1)c1ccc(NS(=O)(=O)c2ccccc2)cc1	-7.0	0.5	-2.6	-3.2	-8.8	9.0	16.2	0.7	-0.1
O=C(COC(=O)c1cccs1)NCC1CCCO1 (stereo unspecified)	-1.9	0.2	-3.8	3.2	-0.2	-12.9	11.8	0.6	0.4
CN(C)c1ccc(/C=c2/sc3n(c2=O)NC2(c4ccccc4)N(C)C(=O)N(C)C2(c2ccccc2)N=3)cc1 (stereo unspecified)	4.8	2.9	.	0.1	-1.0	14.5	8.6	1.1	0.4
Cc1cccc(C(=O)Nc2ccc(S(=O)(=O)N3CCOCC3)cc2)c1[N+](=O)[O-]	-7.0	2.9	-4.5	-2.3	-1.6	1.0	46.0	2.5	2.1

Other structures
Molecule	GPR7 antagonist	FID counter	GalR3 antag	IMP-1 inhibitor	VIM-2 inh	NS3 helicase inh	PHOSPHO1 inh	V1R ag counter	OXTR ag
O=C(NCCc1cccc(Cl)c1)c1cc([N+](=O)[O-])ccc1Cl	1.2	2.4	-3.5	-0.6	-0.2	-0.2	-4.0	0.3	-1.7
Clc1ccccc1CNCc1ccncc1	-10.7	-1.6	-5.7	-1.9	-3.9	9.5	1.8	0.3	0.4
CCC(=O)Oc1ccc2ccccc2c1CNC(=O)c1ccccc1	-6.0	-15.0	-12.0	-2.6	-0.6	0.2	-16.4	0.7	-2.6
COC(=O)CCCC1=CC2=C(c3ccccc3)C(=O)C(C)(OC(=O)C3CCCC3)C(=O)C2=CN1Cc1ccco1 (stereo unspecified)	.	.	-3.5	.	.	.	26.5	-1.7	-1.7
O=C(COc1ccccc1Cl)NCCCNC(=O)c1ccncc1	7.5	-6.1	-0.8	-2.8	-4.3	5.6	16.0	2.1	0.6
CCOc1ccc(CCNC(=O)CSc2ncn[nH]2)cc1OCC	-11.0	-15.4	-4.0	-2.7	-3.5	0.2	30.1	0.3	-1.1
C=CCn1c(-c2cccc(Cl)c2)n[nH]c1=S	-9.1	-7.1	0.6	-4.4	-1.2	-0.5	97.5*	0.6	-0.9
CCOC(=O)C1(Cc2ccccc2)CCCN(Cc2cnn(CC)c2)C1 (stereo unspecified)	-13.3	2.0	10.3	-2.1	-3.0	10.2	48.2	-1.1	0.7
COCCN(CCOC)C(=O)c1sc2nc(-c3ccccc3)cn2c1C	-11.3	-5.9	-2.1	-1.1	-2.5	-7.2	3.7	-0.5	0.5
COc1ccc(-c2n[nH]c(C(F)(F)F)c2-c2cc3ccccc3o2)c(O)c1	29.1*	16.9	-5.9	1.7	1.1	-28.0	18.3	0.3	2.3
CC(=O)OCC(=O)N1CCN(c2ccc([N+](=O)[O-])cc2)CC1	-3.7	-0.8	-1.2	-3.6	-0.3	-2.4	-0.6	0.8	1.2
COCCN(CCOC)C(=O)C12CCC(C)(C(=O)C1)C2(C)C (stereo unspecified)	0.9	-1.4	2.2	-0.2	0.3	-1.3	13.2	1.2	1.1
COc1ccc(N2CCN(Cc3cc(=O)oc4ccc(Cl)cc34)CC2)cc1	2.2	-0.7	-0.5	1.2	0.4	2.0	-24.9	-0.7	0.3

Screens from PubChem BioAssay.
